PRC2 inh: blocks human EZH2/PRC2 H3K27 methylation; Q15910; DELFIA TRF, 1 h; inhibition, % at 12.5 µM; actives 0.35% (n = 57,000); AID 651548;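 active means mean inhibition of replicates at least 50% and every single replicate also reaching 50%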;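 further: dimethyl H3K27 on biotinylated H3 21-44 peptide detected by antibody; plate controls were median neutral control wells for no effect and median positive control wells for full effect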
Target sequence (Q15910 whole entry, looked up): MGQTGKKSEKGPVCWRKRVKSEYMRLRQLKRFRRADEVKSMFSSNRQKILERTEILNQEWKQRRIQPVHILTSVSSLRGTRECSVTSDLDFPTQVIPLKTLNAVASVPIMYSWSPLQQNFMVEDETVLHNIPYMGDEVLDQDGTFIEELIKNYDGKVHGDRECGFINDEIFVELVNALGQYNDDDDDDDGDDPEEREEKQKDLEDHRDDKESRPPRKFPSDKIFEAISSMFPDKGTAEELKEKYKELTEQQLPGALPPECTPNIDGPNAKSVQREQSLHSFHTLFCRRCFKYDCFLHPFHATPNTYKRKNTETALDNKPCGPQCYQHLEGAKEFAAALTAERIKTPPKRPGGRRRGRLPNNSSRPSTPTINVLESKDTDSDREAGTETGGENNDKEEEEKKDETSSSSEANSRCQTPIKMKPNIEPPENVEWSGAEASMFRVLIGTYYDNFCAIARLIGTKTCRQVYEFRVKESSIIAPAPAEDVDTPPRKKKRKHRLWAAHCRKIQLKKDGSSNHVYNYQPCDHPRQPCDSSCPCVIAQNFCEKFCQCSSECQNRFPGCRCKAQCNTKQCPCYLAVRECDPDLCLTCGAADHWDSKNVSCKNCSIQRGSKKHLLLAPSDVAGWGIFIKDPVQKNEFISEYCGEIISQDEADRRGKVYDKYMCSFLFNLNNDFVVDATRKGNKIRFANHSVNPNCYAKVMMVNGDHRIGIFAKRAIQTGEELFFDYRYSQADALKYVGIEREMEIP
IDH1 mut inh: blocks human IDH1 R132H reductase activity; AID 624101; diaphorase/resazurin fluorescence, 60 min; inhibition, % at 10 µM; actives 0.18% (n = 70,000); O75874; in the data active means inhibition above about 34%;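 further: 0% = DMSO and 100% = no enzyme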
* = called active by the depositor; . = not tested or not shown. An excerpt; count on the stated rates, not on these rows.

SMILES	PRC2 inh	IDH1 mut inh
C[C@H](CO)N1C[C@H](C)[C@@H](CN(C)S(=O)(=O)c2ccc(Cl)cc2)Oc2c(NS(=O)(=O)c3cccs3)cccc2C1=O	.	1.7
CNC[C@H]1Oc2c(cccc2N(C)C)C(=O)N([C@H](C)CO)C[C@@H]1C	-2	1.7
CC(C)NC(=O)Nc1ccc2c(c1)C(=O)N([C@@H](C)CO)C[C@@H](C)[C@@H](CN(C)CC1CC1)OCCCC[C@@H](C)O2	-6	2.2
COc1ccc(NC(=O)N(C)C[C@H]2OCCCC[C@H](C)Oc3ccc(NS(=O)(=O)c4cn(C)cn4)cc3C(=O)N([C@@H](C)CO)C[C@H]2C)cc1	.	-9.1
CCCN(C)C[C@H]1OCCCC[C@H](C)Oc2ccc(NS(=O)(=O)c3ccc(F)cc3)cc2C(=O)N([C@@H](C)CO)C[C@@H]1C	-27	2.5
C[C@H](CO)N1C[C@H](C)[C@H](CN(C)Cc2ccc(C(F)(F)F)cc2)OCCCC[C@H](C)Oc2ccc(NC(=O)CCCN(C)C)cc2C1=O	.	1.1
Cc1ccc(S(=O)(=O)N(C)C[C@H]2OCCCC[C@@H](C)Oc3ccc(NC(=O)CCC(F)(F)F)cc3C(=O)N([C@@H](C)CO)C[C@@H]2C)cc1	.	0.8
CNC[C@@H]1Oc2ccc(NC(=O)Nc3ccc4c(c3)OCO4)cc2CC(=O)N([C@H](C)CO)C[C@@H]1C	2	-1.6
O=C(Nc1ccc2c(c1)OCO2)N[C@H]1CC[C@H](CCNC(=O)C2CC2)O[C@@H]1CO	4	0.1
C[C@@H]1CN([C@H](C)CO)C(=O)c2cc(-c3ccc(F)cc3)cnc2O[C@H]1CN(C)C(=O)C1CCC1	-2	-0.3
COc1ccc(NC(=O)N(C)C[C@@H]2OCCCC[C@@H](C)Oc3ccc(NC(=O)c4ccccc4)cc3C(=O)N([C@H](C)CO)C[C@H]2C)cc1	.	3.0
C[C@H]1CN([C@@H](C)CO)C(=O)c2cc(NC(=O)Nc3ccc(C(F)(F)F)cc3)ccc2O[C@H]1CN(C)C(=O)Nc1ccc(C(F)(F)F)cc1	.	0.3
COc1ccc(Br)cc1CN1CCN(Cc2c[nH]c3ccccc23)CC1	.	-0.2
C[C@@H]1CCCCO[C@H](CN(C)C(=O)CCCN(C)C)[C@H](C)CN([C@@H](C)CO)C(=O)c2cc(NS(=O)(=O)c3cccs3)ccc2O1	.	3.2
C[C@@H]1CN([C@H](C)CO)C(=O)c2cccc(NC(=O)C3CCOCC3)c2O[C@@H]1CN(C)C(=O)Nc1ccc(F)cc1	1	1.1
CCCN(C)C[C@H]1Oc2cc(-c3ccc(C)cc3)ccc2S(=O)(=O)N([C@H](C)CO)C[C@@H]1C	-17	-0.6
Cc1cc(C(F)F)n2nc(C(=O)Nc3ccc(S(=O)(=O)N4CCCC4)cc3)nc2n1	.	0.2
CCC(=O)N[C@H]1CC[C@H](CC(=O)NCc2ccc(OC)cc2)O[C@H]1CO	-38	0.4
CCCNC(=O)N(C)C[C@@H]1Oc2ncc(C#Cc3ccncc3)cc2C(=O)N([C@H](C)CO)C[C@H]1C	-3	13
Cc1noc(C)c1NC(=O)Nc1ccc2c(c1)C(=O)N([C@@H](C)CO)C[C@H](C)[C@@H](CN(C)S(=O)(=O)c1ccc(F)cc1)O2	.	0.1
C[C@@H]1CCCCO[C@H](CN(C)Cc2ccc(C(F)(F)F)cc2)[C@H](C)CN([C@H](C)CO)C(=O)c2cc(NS(=O)(=O)c3ccc(Cl)cc3)ccc2O1	.	-0.4
Cc1noc(C)c1S(=O)(=O)Nc1ccc2c(c1)C(=O)N([C@@H](C)CO)C[C@H](C)[C@H](CN(C)C(=O)Nc1cccc3ccccc13)O2	.	0.1
O=C(N/N=C/c1cc(O)ccc1Br)c1ccccn1	12	0.0
Cc1noc(C)c1S(=O)(=O)Nc1ccc2c(c1)CC(=O)N([C@@H](C)CO)C[C@@H](C)[C@H](CN(C)C(=O)Nc1ccc3c(c1)OCO3)O2	.	0.9
COCC(=O)Nc1ccc2c(c1)C(=O)N(C)C[C@@H](OC)[C@H](C)CN(C(=O)c1ccccn1)[C@@H](C)CO2	3	0.1
C/C=C/c1ccc2c(c1)O[C@@H](CN(C)S(=O)(=O)c1ccc(C)cc1)[C@@H](C)CN([C@@H](C)CO)S2(=O)=O	.	-9.7
Cc1noc(C)c1S(=O)(=O)N(C)C[C@H]1Oc2ccc(NC(=O)Nc3ccc(F)cc3)cc2CC(=O)N([C@@H](C)CO)C[C@H]1C	.	-0.3
C#CCN(C)CCCOc1ccc(Cl)cc1Cl	-6	0.1
COc1ccccc1-c1cnc2c(c1)C(=O)N([C@@H](C)CO)C[C@@H](C)[C@H](CN(C)C)O2	-9	-0.9
O=C(C[C@@H]1CC[C@@H](NC(=O)CN2CCOCC2)[C@@H](CO)O1)NC1CCC1	1	0.3
Cc1ccc(S(=O)(=O)N(C)C[C@H]2OCCCC[C@H](C)Oc3ccc(NS(=O)(=O)c4ccc(Cl)cc4)cc3C(=O)N([C@@H](C)CO)C[C@H]2C)cc1	.	-0.1
COc1ccccc1CNC(=O)C[C@H]1C=C[C@@H](NC(=O)CN(C)C)[C@H](CO)O1	-1	-0.1
C[C@H]1CN([C@@H](C)CO)C(=O)c2cc(NC(=O)Cc3ccccc3)ccc2O[C@@H]1CN(C)C(=O)Nc1ccc(F)cc1	.	-0.7
C[C@@H]1CN([C@@H](C)CO)C(=O)c2cc(C#CC3(O)CCCC3)cnc2O[C@@H]1CN(C)S(=O)(=O)c1ccccc1	.	-0.2
C[C@H](CO)N1C[C@H](C)[C@H](CN(C)C(=O)Nc2cccc3ccccc23)Oc2c(NC(=O)C3CCCCC3)cccc2C1=O	-6	.
Cc1sc2ncn(CC(=O)NCc3ccco3)c(=O)c2c1-c1ccccc1	9	0.1
O=S(=O)(N[C@H]1CC[C@@H](CCn2cc(-c3ccccc3F)nn2)O[C@H]1CO)c1ccc(Cl)cc1	3	-1.0
CNC[C@H]1OCCCC[C@H](C)Oc2ccc(NS(=O)(=O)c3ccc(F)cc3)cc2C(=O)N([C@@H](C)CO)C[C@H]1C	4	1.9
CCCn1c(NCc2cccc(OC)c2O)nc2ccccc21	1	-0.3
Cc1cc(F)c(Nc2ncnc3cc(OCc4ccccc4)ccc23)cc1O	-13	2.0
C[C@H]1CN([C@@H](C)CO)C(=O)c2cc(C#Cc3ccccc3F)cnc2O[C@H]1CN(C)C(=O)C1CCOCC1	15	-0.1
COC(=O)c1nnc(Nc2ccc(Oc3ccccc3)cc2)c2ccccc12	7	-0.7
COc1cccc(S(=O)(=O)N[C@H]2CC[C@@H](CC(=O)NCc3ccccc3)O[C@@H]2CO)c1	-5	0.1
CCOc1cccc(/C=N/NC(=O)CCCCC(=O)NO)c1OCC	6	.
C[C@H]1CN([C@@H](C)CO)S(=O)(=O)c2ccc(C#CCN(C)C)cc2O[C@H]1CN(C)Cc1ccccc1	1	1.9

Among those listed so far, 3 have a thiophene ring, fused or not.
SMILES	PRC2 inh	IDH1 mut inh
C[C@H](CO)N1C[C@H](C)[C@@H](CN(C)S(=O)(=O)c2ccc(Cl)cc2)Oc2c(NS(=O)(=O)c3cccs3)cccc2C1=O	.	1.7
C[C@@H]1CCCCO[C@H](CN(C)C(=O)CCCN(C)C)[C@H](C)CN([C@@H](C)CO)C(=O)c2cc(NS(=O)(=O)c3cccs3)ccc2O1	.	3.2
Cc1sc2ncn(CC(=O)NCc3ccco3)c(=O)c2c1-c1ccccc1	9	0.1

Remaining list, next part
SMILES	PRC2 inh	IDH1 mut inh
Cc1ccc(S(=O)(=O)NCC[C@H]2CC[C@@H](NC(=O)C3CCOCC3)[C@@H](CO)O2)cc1	4	0.2
C[C@@H]1CN([C@H](C)CO)S(=O)(=O)c2ccc(C#CC3CC3)cc2O[C@H]1CN(C)C(=O)CC1CC1	0	-0.8
C[C@@H]1CN([C@H](C)CO)C(=O)c2cc(NC(=O)C3CCCCC3)ccc2O[C@@H]1CN(C)Cc1ccc(C(=O)Nc2ccccc2N)cc1	-3	.
COc1ccc(NC(=O)N(C)C[C@@H]2Oc3c(NS(=O)(=O)c4cccs4)cccc3C(=O)N([C@@H](C)CO)C[C@@H]2C)cc1	.	0.0
O=C(C[C@H]1C[C@H]2c3cc(NS(=O)(=O)c4ccc(F)cc4)ccc3O[C@H]2[C@H](CO)O1)NCc1ccc(-c2ccccc2)cc1	12	0.7
Cc1noc(C)c1NC(=O)Nc1ccc2c(c1)C(=O)N([C@@H](C)CO)C[C@@H](C)[C@@H](CN(C)S(C)(=O)=O)OCCCC[C@@H](C)O2	.	9.1
COc1ccc(CN(C)C[C@H]2Oc3c(NS(=O)(=O)c4ccc(OC)cc4)cccc3C(=O)N([C@H](C)CO)C[C@@H]2C)cc1	.	-2.9
C[C@@H]1CN([C@@H](C)CO)C(=O)c2cc(N(C)C)ccc2O[C@@H]1CN(C)C(=O)NC1CCCCC1	8	-0.2
C[C@H]1CN([C@@H](C)CO)C(=O)c2cc(NS(=O)(=O)c3ccc(F)cc3)ccc2O[C@@H]1CN(C)Cc1ccc(C(=O)O)cc1	.	2.4
COc1ccc(S(=O)(=O)Nc2ccc3c(c2)CC(=O)N([C@H](C)CO)C[C@H](C)[C@H](CN(C)C)O3)cc1	5	2.3
C[C@H]1CN([C@@H](C)CO)C(=O)c2cc(NC(=O)CCCCCC(=O)Nc3ccccc3N)ccc2O[C@H]1CN(C)C(=O)Nc1ccc(F)cc1	3	.
CNC[C@H]1OCCCC[C@H](C)Oc2ccc(NS(=O)(=O)c3cccs3)cc2C(=O)N([C@@H](C)CO)C[C@@H]1C	.	-0.7
COc1ccc(NC(=O)Nc2ccc3c(c2)CC(=O)N([C@@H](C)CO)C[C@H](C)[C@H](CN(C)C(=O)NC(C)C)O3)cc1	-6	0.0
C[C@H](CO)N1C[C@H](C)[C@H](CN(C)C(=O)Nc2cccc3ccccc23)Oc2ncc(C#Cc3cccc(F)c3)cc2C1=O	.	0.3
COCC#Cc1ccc2c(c1)O[C@H](CN(C)Cc1cncnc1)[C@@H](C)CN([C@H](C)CO)S2(=O)=O	-2	-0.1

Pulled by compound from the entries so far, 3 records:
SMILES	PRC2 inh	IDH1 mut inh
Cc1ccc(S(=O)(=O)NCC[C@H]2CC[C@@H](NC(=O)C3CCOCC3)[C@@H](CO)O2)cc1	4	0.2
CNC[C@H]1OCCCC[C@H](C)Oc2ccc(NS(=O)(=O)c3cccs3)cc2C(=O)N([C@@H](C)CO)C[C@@H]1C	.	-0.7
C[C@H]1CN([C@@H](C)CO)C(=O)c2cc(NC(=O)CCCCCC(=O)Nc3ccccc3N)ccc2O[C@H]1CN(C)C(=O)Nc1ccc(F)cc1	3	.

Further results:
SMILES	PRC2 inh	IDH1 mut inh
CO[C@H]1CN(C)C(=O)c2cc(NC(C)=O)ccc2OC[C@@H](C)N(C(=O)c2cnccn2)C[C@@H]1C	6	-0.2
C[C@H]1CN([C@@H](C)CO)C(=O)CCCn2nncc2CO[C@H]1CN(C)CC1CCCC1	-4	1.6
C[C@@H]1CCCCO[C@@H](CN(C)CC2CCCCC2)[C@@H](C)CN([C@H](C)CO)C(=O)c2cc(NS(=O)(=O)c3cccs3)ccc2O1	.	0.3
C[C@H](CO)N1C[C@H](C)[C@@H](CN(C)CC2CCCC2)Oc2ncc(-c3ccc(C#N)cc3)cc2C1=O	12	-0.2
CO[C@H](CN(C)C(=O)Nc1ccc(Cl)cc1)[C@H](C)CN(Cc1ccccc1Cl)[C@H](C)CO	26	-0.5
Cc1ccc(S(=O)(=O)N[C@H]2C=C[C@@H](CC(=O)NCc3ccncn3)O[C@@H]2CO)cc1	2	-0.2
CC(C)CC#Cc1ccc2c(c1)O[C@H](CN(C)C(=O)c1ccncc1)[C@H](C)CN([C@H](C)CO)S2(=O)=O	.	-0.1
Cc1ccc(-c2ccc3c(c2)O[C@@H](CN(C)Cc2cccc(C(=O)O)c2)[C@@H](C)CN([C@H](C)CO)S3(=O)=O)cc1	10	12
Cc1ccc(-c2ccc3c(c2)O[C@H](CN(C)C(=O)C2CCCCC2)[C@H](C)CN([C@@H](C)CO)S3(=O)=O)cc1	-2	-4.7
C[C@@H]1CCCCO[C@@H](CN(C)C)[C@H](C)CN([C@H](C)CO)C(=O)c2cc(NC(=O)Nc3cccc4ccccc34)ccc2O1	-7	-17
C[C@H](CO)N1C[C@H](C)[C@@H](CN(C)C(=O)c2ccccc2)OCCCC[C@H](C)Oc2ccc(NC(=O)NC3CCCCC3)cc2C1=O	.	0.9
C[C@H]1CN([C@@H](C)CO)C(=O)Cc2cc(NC(=O)Nc3ccc(C(F)(F)F)cc3)ccc2O[C@@H]1CN(C)S(C)(=O)=O	-1	.
C[C@@H]1CN([C@H](C)CO)C(=O)c2cccc(NS(=O)(=O)c3ccc(Cl)cc3)c2O[C@@H]1CN(C)C(=O)Nc1ccc(C(F)(F)F)cc1	.	2.5
CCC(C)c1c(O)nc(SCC(=O)c2ccccc2)[nH]c1=O (stereo not given)	-3	0.8
C[C@H]1CN([C@@H](C)CO)C(=O)Cc2cc(NS(=O)(=O)c3cccs3)ccc2O[C@H]1CN(C)Cc1ccc(C(F)(F)F)cc1	.	3.4

One compound at a time, from the list above:
`Cc1ccc(-c2ccc3c(c2)O[C@@H](CN(C)Cc2cccc(C(=O)O)c2)[C@@H](C)CN([C@H](C)CO)S3(=O)=O)cc1` as listed: PRC2 inh: 10; IDH1 mut inh: 12
`C[C@H](CO)N1C[C@H](C)[C@@H](CN(C)CC2CCCC2)Oc2ncc(-c3ccc(C#N)cc3)cc2C1=O` as listed: PRC2 inh: 12; IDH1 mut inh: -0.2

(next part)
SMILES	PRC2 inh	IDH1 mut inh
O=C(CCCCCCC(=O)Nc1ccccc1O)N/N=C/c1ccncc1Br	17	.
C[C@H](CO)N1C[C@H](C)[C@@H](CN(C)S(=O)(=O)c2ccc(F)cc2)Oc2ccc(NC(=O)CCCCCC(=O)Nc3ccccc3N)cc2CC1=O	.	-0.4
C[C@@H]1CN([C@H](C)CO)C(=O)c2cc(NC(=O)C3CCCCC3)ccc2O[C@H]1CN(C)S(=O)(=O)c1ccccc1	-4	-2.7
CC(C)NC(=O)N[C@H]1CC[C@H](CCNS(=O)(=O)c2ccc(Cl)cc2)O[C@@H]1CO	-7	0.1

From PubChem
